High-throughput results as filed in PubChem.
tim10-1 inh: growth inhibitors of tim10-1 mutant yeast, primary screen, luminescence, uHTS | S. cerevisiae tim10-1 ts strain growth, BacTiter-Glo, 24 h | inhibition, % at 20 µM | 2.2% of 330,000 active | AID 463190, 2010;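 active = inhibition of at least 40%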;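 also: mutant grown at 25 °C; 0% = DMSO wells with yeast and 100% = wells holding no yeast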
tim23-1 inh: growth inhibitors of tim23-1 mutant yeast, primary screen, luminescence, uHTS; S. cerevisiae tim23-1 growth, BacTiter-Glo luminescence, 24 h; inhibition, % at 20 µM; 1.3% of 330,000 active; AID 463212, 2010;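 active = growth inhibition of the mutant yeast at or above 50%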;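 also: temperature-sensitive mutant grown at 25 °C; plate controls were DMSO-treated mutant yeast for no effect and medium wells lacking yeast for full effect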
APJ ag: agonists of human apelin receptor APJ, primary screen, CHO-K1 cells, PathHunter beta-arrestin, luminescence. activation, % at 20 µM. 0.11% of 330,000 active. P35414. 0% DMSO wells, 100% apelin;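 active = activation more than six SD over the plate average, tested at 20 µM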;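 also: 0% = DMSO alone and 100% = apelin-13 at 10 nM; some results filed as inactive read as strong as hits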
Target sequence (P35414 whole entry, looked up): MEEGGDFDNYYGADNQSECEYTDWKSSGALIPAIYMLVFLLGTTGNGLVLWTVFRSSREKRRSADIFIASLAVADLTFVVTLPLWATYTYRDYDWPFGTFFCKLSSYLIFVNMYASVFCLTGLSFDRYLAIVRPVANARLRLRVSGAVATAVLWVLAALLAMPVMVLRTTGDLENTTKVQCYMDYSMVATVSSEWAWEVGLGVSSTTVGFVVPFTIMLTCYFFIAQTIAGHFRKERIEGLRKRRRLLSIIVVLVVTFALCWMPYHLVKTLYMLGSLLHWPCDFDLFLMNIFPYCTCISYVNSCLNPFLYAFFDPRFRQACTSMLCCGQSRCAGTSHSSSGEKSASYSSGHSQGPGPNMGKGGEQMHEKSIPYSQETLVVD
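Assay system: CHO-K1 cells stably expressing ProLink-tagged human APJ and arrestin–beta-gal acceptor. Compound dosing: 20 µM single point, 1% DMSO. Times: 16-18 h seeding, 90 min dark compound exposure, 60 min detection. Detection: beta-gal luminescence. Evaluation: APJ–arrestin association signal. Controls: negative DMSO alone, positive Apelin-13 at 10 nM.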
UPR CHOP act: activators of apoptotic CHOP UPR arm, primary screen, cell-based, CHO-CHOP luciferase reporter, luminescence, uHTS | 0.34% of 330,000 active | UPR activation; percent of tunicamycin response over DMSO baseline | activation, % at 10 µM | AID 449763, 2010;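 active = at 10 µM dose, activation of 40% or more, normalized to positive control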;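 also: 100% = tunicamycin at 10 µg/mL and 0% = DMSO alone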
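measured by = luciferase luminescence | assay system = CHO-CHOP cells, stable luciferase reporter of PERK-eIF2a-CHOP signalling | amount = 500 reporter cells seeded per well | timing = 6 h compound exposure at 37 °C after overnight seeding | controls = positive tunicamycin 10 µg/mL, negative DMSO alone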
APJ antag: antagonists of human apelin receptor APJ, primary screen, CHO-K1 cells, beta-arrestin complementation, luminescence; 0.32% of 330,000 active; P35414; inhibition, % at 20 µM;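 active = inhibition above about 40% at 20 µM, limit read from the data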;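 also: cells challenged with 10 nM apelin-13 agonist together with compound; plate controls were apelin-13 plus DMSO wells for no effect and DMSO wells lacking apelin-13 for full effect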
Mdm2 MdmX PPI: inhibitors of human Mdm2-MdmX association, primary screen, cell-based, luminescence, split luciferase, SaOS-2, uHTS; SaOS-2 split-luciferase Mdm2/MdmX complementation; inhibition, % at 8 µM; 3% of 330,000 active; AID 485346, 2010;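 active = inhibition of at least 50% at 8 µM in the primary screen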
TIM10 inh: growth inhibitors of isogenic TIM10 control yeast, primary screen, counter-screen for tim10-1 yeast inhibitor project, luminescence, uHTS. S. cerevisiae TIM10 strain growth, BacTiter-Glo luminescence, 24 h. inhibition, % at 10 µM. 1.4% of 330,000 active. AID 463195, 2010;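 active = inhibition of 40% or more at the single tested concentration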;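 also: wild-type TIM10 isogenic control strain grown at permissive 25 °C; 0% = DMSO yeast wells and 100% = minimal medium wells without yeast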
UPR XBP1 act: activators of adaptive XBP1 UPR arm, primary screen, cell-based, CHO-XBP1 luciferase reporter, luminescence, uHTS; activation, % at 20 µM; 0.33% of 330,000 active; AID 463104, 2010; IRE1-XBP1 UPR activation; percent of tunicamycin response, DMSO as zero;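 active = versus positive control, 20 µM dose yields 30% or more activation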;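 also: 100% = tunicamycin at 10 µg/mL and 0% = DMSO only wells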
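Material – CHO cell line with stable XBP1 luciferase reporter · Buffer or medium – F12 plus 10% FBS · Compound – single point, 20 µM final compound, 1% DMSO · Schedule – 16-18 h cell attachment at 37 °C, then 6 h compound exposure · Signal – Steady-Glo luminescence read · Benchmarks – high control tunicamycin 10 µg/mL final, low control DMSO vehicle only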
CXCR6 inh: CXCR6 receptor inhibitors, primary screen, cell-based, beta-arrestin, luminescence, CHO-K1 PathHunter, 1536-well; C-X-C chemokine receptor type 6 (Homo sapiens), O00574; inhibition, % at 20 µM; 0.36% of 360,000 active; AID 602244, 2012; in the data active = inhibition above about 34%, passing the limit was not always enough;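 also: antagonist mode with CXCL16 agonist at 10 nM final; 0% = 10 nM CXCL16 with DMSO and 100% = unstimulated wells without agonist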
Target sequence (O00574 whole entry, looked up): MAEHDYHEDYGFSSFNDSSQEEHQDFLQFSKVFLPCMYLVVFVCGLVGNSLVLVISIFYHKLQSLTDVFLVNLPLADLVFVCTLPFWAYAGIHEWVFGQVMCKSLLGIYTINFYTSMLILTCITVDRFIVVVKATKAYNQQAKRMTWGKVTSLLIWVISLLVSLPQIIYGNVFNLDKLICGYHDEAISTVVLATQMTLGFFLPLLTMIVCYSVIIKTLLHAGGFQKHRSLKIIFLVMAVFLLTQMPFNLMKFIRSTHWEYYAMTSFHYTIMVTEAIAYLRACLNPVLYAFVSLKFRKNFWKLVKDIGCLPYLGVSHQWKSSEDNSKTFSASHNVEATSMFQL
Starred values were filed as active, the others as inactive; . = not tested or not shown. Not all compounds are listed; rates above refer to the full screens.

1: CC(=O)Nc1cccc(OC(=O)N2CCOCC2)c1
2: O=C1COc2ccc(C(=O)COC(=O)c3ccc(S(=O)(=O)C(F)F)cc3)cc2N1
3: O=C(NCc1ccc(Cl)cc1)C1CCCN1C(=O)Nc1ccccc1 (configuration not stated)
4: COc1cc(C)nc(-c2csc(C)n2)n1
5: O=C1/C(=C/c2cccc(Br)c2)SC(=S)N1CCC(=O)N(CCO)c1ccccc1
6: O=C(NC(=S)Nc1cccc2ncccc12)c1cccs1
7: Cc1cc(C)cc(NC(=O)c2ccc(Cn3nc(C)c(Cl)c3C)o2)c1
8: Cc1noc(C)c1CSCC(=O)Nc1cc(Cl)ccc1N1CCCCC1
9: COCCn1nnnc1C(c1ccc2ncccc2c1)N1CCN(c2ccccc2F)CC1 (configuration not stated)
10: Nc1c(C(=O)OCC2CCCO2)c2nc3ccccc3nc2n1C1CCCC1 (configuration not stated)
compound no.	1	2	3	4	5	6	7	8	9	10
tim10-1 inh	16	15	0	-3	6	4	41*	15	0	28
tim23-1 inh	1	2	-10	-13	41	1	35	21	2	42
APJ ag	-6	-3	1	1	-2	-4	-7	-3	-1	-2
UPR CHOP act	-0.8	2.2	2.2	1.8	-1.1	-1.4	-1.4	-1.0	0.1	-0.1
APJ antag	2	-1	23	-10	-16	15	-34	17	19	6
Mdm2 MdmX PPI	4	-12	4	17	52*	16	30	10	17	6
TIM10 inh	9	7	-11	-6	15	5	36	-7	3	20
UPR XBP1 act	0	-3	-2	2	-1	8	-3	-3	1	8
CXCR6 inh	2	-9	3	1	-4	16	1	15	-9	16

Entries of single compounds as entered above.
O=C(NCc1ccc(Cl)cc1)C1CCCN1C(=O)Nc1ccccc1 (configuration not stated) is entered as tim10-1 inh = 0; tim23-1 inh = -10; APJ ag = 1; UPR CHOP act = 2.2; APJ antag = 23; Mdm2 MdmX PPI = 4; TIM10 inh = -11; UPR XBP1 act = -2; CXCR6 inh = 3
O=C1COc2ccc(C(=O)COC(=O)c3ccc(S(=O)(=O)C(F)F)cc3)cc2N1 is entered as tim10-1 inh = 15; tim23-1 inh = 2; APJ ag = -3; UPR CHOP act = 2.2; APJ antag = -1; Mdm2 MdmX PPI = -12; TIM10 inh = 7; UPR XBP1 act = -3; CXCR6 inh = -9

Other structures follow:
11: O=C(CN(c1cccc([N+](=O)[O-])c1)S(=O)(=O)c1ccccc1)N(Cc1ccccc1)Cc1ccccc1
12: COc1ccc(Br)cc1CNc1ccc(S(N)(=O)=O)cc1
13: Cc1ccc(SCc2cc(=O)n3[nH]c(C)nc3n2)cc1
14: CCOc1ncccc1C(=O)N1CCN(S(=O)(=O)c2ccc3ccccc3c2)CC1
15: COc1ccc(NC(=O)Nc2cccc3c2O[C@H](CN(C)C(=O)NC(C)C)[C@@H](C)CN([C@H](C)CO)C3=O)cc1
16: CN(C)c1ccc(/C=N/OC(=O)Nc2ccccc2)cc1
17: COc1ccccc1CC(=O)Nc1ccon1
18: O=C(Nc1nc(-c2cccs2)c(-c2cccs2)s1)C1(c2ccccc2)CC1
19: COc1ccc(CNC(=O)CC2C(=O)NCCN2C2Cc3ccccc3C2)cc1 (configuration not stated)
20: COc1ccc(CCNC(=O)Cc2nn(C)c(=O)c3ccccc23)cc1OC
compound no.	11	12	13	14	15	16	17	18	19	20
tim10-1 inh	27	12	-21	9	6	26	4	-2	8	14
tim23-1 inh	16	11	4	17	1	29	10	10	9	13
APJ ag	0	2	4	-4	-4	5	2	-3	3	2
UPR CHOP act	0.4	-1.5	-3.3	0.0	2.9	16	3.7	0.5	0.5	-1.1
APJ antag	11	8	-7	17	11	-69	26	4	-7	1
Mdm2 MdmX PPI	0	19	16	5	6	-150	4	35	-9	28
TIM10 inh	4	-36	1	-4	0	20	14	-1	2	-16
UPR XBP1 act	-2	1	-3	-1	-2	-5	-3	-1	-2	1
CXCR6 inh	2	-3	-2	8	-7	-22	-7	10	-5	-1

21: CCCCN1c2cc(C)c(O)cc2C(C(=O)OCC)C1C (configuration not stated)
22: CCOC(=O)N1CCN(C(=O)C2CC(c3ccc(F)cc3)=NO2)CC1 (configuration not stated)
23: CCCCc1nnc(NC(=O)c2ccc(S(=O)(=O)N3CCOCC3)cc2)s1
24: Cc1ccc(S(=O)(=O)N2CCOC23CCN(C(=O)C(=O)NCCC(C)C)CC3)cc1
25: CCOc1ccc2nc(NC(=O)CN3CCN(C)CC3)sc2c1
26: CCOc1ccccc1Nc1nc(-c2sc(NC(=O)c3ccccc3)nc2C)cs1
27: O=[N+]([O-])c1ccc(N2CCN(c3ccccc3)CC2)nc1
28: O=C(CSc1nc2ccccc2c(=O)n1CCCC(=O)N1CCCC1)NCc1ccco1
29: O=C1c2ccccc2NC(c2cccc(O)c2)N1Cc1ccco1 (configuration not stated)
30: COc1ccc(OC)c(C(=O)c2coc3ccc(OC)cc23)c1
compound no.	21	22	23	24	25	26	27	28	29	30
tim10-1 inh	4	3	7	14	2	26	0	16	23	18
tim23-1 inh	20	3	-4	25	11	30	3	3	11	44
APJ ag	0	-2	4	0	1	-1	-3	-4	-2	-2
UPR CHOP act	0.1	0.1	1.4	0.4	-1.0	-1.0	4.2	-3.4	-1.5	-0.9
APJ antag	-17	-34	-4	1	-14	15	9	-17	-14	20
Mdm2 MdmX PPI	21	10	-27	34	16	2	9	18	-6	24
TIM10 inh	22	1	3	1	-2	15	-1	13	15	24
UPR XBP1 act	1	4	2	1	-1	0	2	1	-2	-3
CXCR6 inh	.	4	3	-1	-2	.	6	0	0	2

31: CC(C)(C)c1ccc(-n2nc(C#N)c(Cl)cc2=O)cc1
32: COc1cc(C(=O)NC2CC(C)(C)NC(C)(C)C2)cc(OC)c1OC
33: COc1ccc(N2CCN(C(=O)c3ccc(Cn4nc(C)c([N+](=O)[O-])c4C)o3)CC2)cc1
34: O=C(Nc1ccc2c(c1)OCO2)c1cnn2cccnc12
35: CC(=O)c1c(C(C)=O)c(C)n(-c2ccc(O)cc2)c1C
36: Cc1ccc(Cl)cc1N1CCN(C(=O)Cn2ccc3ccccc3c2=O)CC1
37: N#Cc1nc(COc2ccc(-c3ccccc3)cc2)oc1NCCCN1CCOCC1
38: O=C(Nc1ccc(Oc2ccc(Cl)cc2)cc1)c1ncn[nH]1
39: O=C(/C=C\c1ccco1)Nc1cc([N+](=O)[O-])ccc1F
40: O=C(Nc1cccc(C(=O)N2CCCCC2)c1)c1ccccc1Br
compound no.	31	32	33	34	35	36	37	38	39	40
tim10-1 inh	21	14	18	-9	10	-14	-47	4	22	24
tim23-1 inh	-36	16	14	-11	19	-26	-140	-3	-3	23
APJ ag	-1	-2	7	-1	2	3	-3	-4	-4	16
UPR CHOP act	-8.8	-2.0	-0.8	2.6	-1.2	-0.3	-3.7	3.8	2.5	-0.2
APJ antag	60*	-9	4	-18	16	21	11	-5	-7	11
Mdm2 MdmX PPI	100*	-20	1	-63	-2	-15	33	28	59*	-1
TIM10 inh	48*	-7	13	-3	9	9	6	13	-2	4
UPR XBP1 act	-10	-4	-6	-1	-1	1	-5	0	24	-4
CXCR6 inh	61*	-8	3	-10	4	-15	4	-19	-8	-2

From compound 32 to 33, copied from above:
32: COc1cc(C(=O)NC2CC(C)(C)NC(C)(C)C2)cc(OC)c1OC
33: COc1ccc(N2CCN(C(=O)c3ccc(Cn4nc(C)c([N+](=O)[O-])c4C)o3)CC2)cc1
compound no.	32	33
tim10-1 inh	14	18
tim23-1 inh	16	14
APJ ag	-2	7
UPR CHOP act	-2.0	-0.8
APJ antag	-9	4
Mdm2 MdmX PPI	-20	1
TIM10 inh	-7	13
UPR XBP1 act	-4	-6
CXCR6 inh	-8	3

Next section:
41: Cc1ccc(NC(=O)c2ccc(S(=O)(=O)NCc3ccco3)cc2)nc1
42: Cc1cc(OCC(=O)Nc2nnc(C3CC3)s2)ccc1C(C)C
43: CC(C)CNC(=O)/C=C/C(=O)O
44: Cc1ccc(-c2c[n+](CC(=O)OCc3ccccc3)c3n2CCC3)cc1
45: CCNC(=S)Nc1ccc2c(c1)oc1ccccc12
46: OC1(C2(O)CC(c3ccccc3)ON2)CCCCC1 (configuration not stated)
47: CC(C)N(C(=O)[C@H]1CC(CC(=O)NCCC2=CCCCC2)C(=O)N2CCc3c([nH]c4ccccc34)[C@]12C)C(C)C (some centres not stated)
48: Cc1c(Cl)cccc1NC(=O)CSc1nc(=O)n(CCCN2CCOCC2)c2c1CCC2
49: CCc1nnc(NC(=O)c2cccc(S(=O)(=O)N(C)c3ccc(OC)cc3)c2)s1
50: CN(C)CCCN(Cc1cc2cc3c(cc2[nH]c1=O)OCO3)C(=S)Nc1ccccc1
compound no.	41	42	43	44	45	46	47	48	49	50
tim10-1 inh	-23	11	8	-12	-7	23	16	-3	-2	32
tim23-1 inh	-5	13	7	0	2	29	20	4	4	40
APJ ag	7	0	-1	-3	0	-5	-5	-4	1	-2
UPR CHOP act	1.5	-0.7	3.9	2.2	5.3	-1.8	3.9	1.4	1.1	-1.4
APJ antag	-6	-6	1	-4	-7	-7	8	14	2	-7
Mdm2 MdmX PPI	5	-4	12	-1	-112	-12	41	-7	11	6
TIM10 inh	7	5	5	-6	17	17	13	4	-15	20
UPR XBP1 act	-1	-4	2	-3	5	-4	1	-3	-3	0
CXCR6 inh	-8	11	-8	2	-6	1	15	4	0	-2

51: CCCCn1c(N)c(N(CCC(C)C)C(=O)COC(=O)c2ccccc2)c(=O)[nH]c1=O
52: C=CCNC(=S)N(Cc1ccccc1)Cc1ccc(F)cc1
53: Cc1ccccc1C(=O)N1CCC(C(=O)Nc2cc(C(F)(F)F)ccc2N2CCCC2)CC1
54: CC(=O)N1CCN(C(=S)NC(=O)c2c(-c3ccccc3Cl)noc2C)CC1
55: COc1ccc(CN(C)CC(=O)Nc2ccccc2C(F)(F)F)c(OC)c1
56: CCSc1nnc(N(CCC#N)CCC#N)s1
57: O=C(CSc1nnc(COc2cccc3ccccc23)o1)N1CCN(C(=O)c2ccco2)CC1
compound no.	51	52	53	54	55	56	57
tim10-1 inh	15	37	-1	9	19	11	-19
tim23-1 inh	12	28	-9	3	9	3	14
APJ ag	1	-2	-7	-4	1	3	-2
UPR CHOP act	0.0	0.4	-0.2	1.5	-0.6	1.6	-0.8
APJ antag	15	4	20	1	0	3	5
Mdm2 MdmX PPI	-43	-11	1	-10	-20	4	33
TIM10 inh	8	30	6	-5	-3	3	15
UPR XBP1 act	1	-1	-2	-1	0	1	-4
CXCR6 inh	-11	9	-4	-2	-3	-2	-9
